CXXC DNA block = qHTS Fluorescence Polarization Assay for Inhibitors of MLL CXXC domain - DNA interaction. Histone-lysine N-methyltransferase 2A (Homo sapiens), Q03164. MLL-CXXC / FITC-HOXA9 DNA fluorescence polarization. Potency, µM (doses to about 115 µM), without a hit: at the top dose activity change, negative = inhibition, actives largely listed as inhibitors. 290,000 compounds, 0.037% hits. AID 2662, 2010; active = well fitted inhibition curve with a large enough effect in the polarisation, with a control signal flat, not every such curve was filed as active; inconclusive = small, poorly fitted or top-dose-only effect, or effect the other way, or a change in a side signal; inactive = no such curve, though single readings can be large or run the other way; the % refers to the polarisation; also: potency is read from the fitted curve at half-maximal effect
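Fluorescence polarization: 7 uM MLL-CXXC (stock) preincubated 5 min with compounds, then 50 nM fluorescein-HOX-A9 DNA (stock) added; 30 min ambient. Buffer 50 mM Tris-HCl pH 7.5, 50 mM NaCl, 1 mM DTT, 0.05% BSA.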
Tb PFK block = qHTS Assay to Find Inhibitors of T. brucei phosphofructokinase. AID 485367, 2010. Potency, µM (series often up to 57.5 µM), for inactives: at the top dose activity, negative = inhibition, hits mostly inhibitors. 330,000 compounds, 0.17% hits. T. brucei PFK, ADP-Glo luminescence;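 also: potency is read from the fitted curve at half-maximal effect; 0% = uninhibited 1x PFK enzyme wells and -100% = no-enzyme wells; nearly all actives have a fitted effect of over 60% in size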
Target sequence (O15648 whole entry, looked up): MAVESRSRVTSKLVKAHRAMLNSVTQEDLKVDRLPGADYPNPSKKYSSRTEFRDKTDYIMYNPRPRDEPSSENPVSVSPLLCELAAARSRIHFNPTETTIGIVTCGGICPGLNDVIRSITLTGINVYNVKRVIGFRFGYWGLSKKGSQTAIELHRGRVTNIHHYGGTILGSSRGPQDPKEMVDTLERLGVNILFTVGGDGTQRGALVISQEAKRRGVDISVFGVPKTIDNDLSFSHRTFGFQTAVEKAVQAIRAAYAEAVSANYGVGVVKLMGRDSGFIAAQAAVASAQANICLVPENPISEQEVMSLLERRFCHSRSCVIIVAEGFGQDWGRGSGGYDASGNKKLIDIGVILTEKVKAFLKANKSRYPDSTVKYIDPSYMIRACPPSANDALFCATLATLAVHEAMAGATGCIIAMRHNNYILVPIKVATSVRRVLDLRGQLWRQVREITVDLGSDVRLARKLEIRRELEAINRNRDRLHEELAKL
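ADP-Glo luminescence quantified ADP after 45 min at room temperature, with 1.25 nM T. brucei PFK, 0.1 mM ATP and 0.5 mM fructose-6-phosphate in pH 8.0 TEA buffer. qHTS titrations up to 57 µM; curves classified by quality.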
TCR activator = Activators of T cell receptors: qHTS campaign | primary human leukocytes, anti-CD3, IL-2 HTRF, 48 h | Potency, µM (top dose mostly 9.22 µM), for inactives: at the highest dose activation of IL-2 secretion, usual class: activators | 330,000 tested, under 10 active; also: % of control where 0% means no effect
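1) Mix primary human leukocytes, a-CD3 beads and compound. 2) Incubate 48 hr. 3) Add HTRF IL-2 reagents (a-IL-2-K, a-IL-2-d2).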
Chronic BCR inh = qHTS Assay to Find Inhibitors of Chronic Active B-Cell Receptor Signaling; ABC-DLBCL IkBa-CBG/CBR reporter, luminescence ratio, 4 h; Potency, µM (titrated, usually from 46.1 µM), inactives show at the highest dose ratio change, negative = lower green/red ratio, hits mostly inhibitors; 340,000 compounds, 0.05% hits; active = well fitted inhibition curve with a large enough effect in the signal ratio, with a control signal flat, not every such curve was filed as active; inconclusive = small, poorly fitted or top-dose-only effect, or effect the other way, or a change in a side signal; the % refers to the signal ratio;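 also: potency is read from the fitted curve at half-maximal effect; plate controls were basal doxycycline-induced cells for no effect and cells given 10 µM MG132 for full effect; MG132 reads +100%, hits lower the ratio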
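Cell line TMD8 (human ABC DLBCL), stably expressing tet-inducible CBG68-IkBa fusion and CBR; IMDM/0.5% FBS; cpd up to 46 uM; dox induction, 4 h, 37C/5% CO2; dual luminescence; green/red ratio; MG132 control.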
Giardia killer = Small Molecules that selectively kill Giardia lamblia: qHTS | 340,000 compounds, 0.15% hits | AID 540267, 2011 | Giardia lamblia trophozoite viability | activity change, % at 7.66 µM, hits read low; in the data active = activity change below about -80%; inconclusive = between about -30% and that limit;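 also: parasites exposed to compound for two days anaerobically before the ATP read; % is scaled to controls: 0 for no effect and ±100 for the full control effect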
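Media and compound were dispensed first, then trophozoites at 100 cells/well; plates sat 48 hrs at 37 deg C without oxygen before ATP luminescence reagent was added and read after 15-30 min at room temperature.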
GALK inhibitor = qHTS Assay for Inhibitors of Human Galactokinase (GALK); P51570; Purified GALK, Kinase-Glo residual ATP luminescence; Potency, µM (series often up to 57.5 µM), without a hit: at the highest dose activity change, negative = inhibition, most hits filed as inhibitors; 270,000 compounds, 0.007% hits; AID 1868, 2009; also: potency is read from the fitted curve at half-maximal effect; % is scaled to controls: 0 for no effect and ±100 for the full control effect
Target sequence (P51570 whole entry, looked up): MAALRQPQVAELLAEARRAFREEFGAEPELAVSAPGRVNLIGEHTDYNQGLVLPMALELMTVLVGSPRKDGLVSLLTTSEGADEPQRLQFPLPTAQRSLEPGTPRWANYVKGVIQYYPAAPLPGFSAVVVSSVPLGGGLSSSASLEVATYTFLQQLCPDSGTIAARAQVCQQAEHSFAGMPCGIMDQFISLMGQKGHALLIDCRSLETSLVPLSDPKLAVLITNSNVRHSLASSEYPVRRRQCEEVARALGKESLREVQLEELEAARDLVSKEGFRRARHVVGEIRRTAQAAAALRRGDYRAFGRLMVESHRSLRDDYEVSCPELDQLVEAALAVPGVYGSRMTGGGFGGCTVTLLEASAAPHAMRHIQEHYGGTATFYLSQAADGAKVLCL
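GALK at 5 nM final was combined with compound, 35 uM ATP and 100 uM galactose in HEPES pH8.0 with MgCl2 and DTT. The reaction ran one hour at room temperature before luminescent ATP detection.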
KCNH2 WT inh = qHTS for Inhibitors of KCHN2 3.1: Wildtype qHTS; Voltage-gated inwardly rectifying potassium channel KCNH2 (Homo sapiens), Q12809; U2OS, BacMam KCNH2, thallium flux FluxOr; active compounds read low; activity change, % at 1.84 µM; 340,000 compounds, 0.37% hits; AID 720551, 2013;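 active = maximum activity change below -70%; inconclusive = maximum activity change between -70% and -50%; inactive = maximum activity change above -50%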; also: % is scaled to controls: 0 for no effect and ±100 for the full control effect
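U2OS cells transduced with wild-type KCNH2 virus are loaded with FluxOr dye for 45 min, and thallium flux is measured in kinetic reads before and after stimulation buffer. Rate constants are normalized to DMSO controls.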
AT treatment = qHTS Assay for Identifying a Potential Treatment of Ataxia-Telangiectasia. AID 485349, 2010. […] A-T fibroblasts, KAP-1 phosphorylation AlphaLISA; neocarzinostatin DNA damage 30 min before lysis. 320,000 compounds, 0.19% hits. Potency, µM (doses to about 57.5 µM), for the others: at the highest dose activation, hits mostly activators; also: potency is read from the fitted curve at half-maximal effect; % of control where 0% means no effect; nearly all actives have a fitted effect of over 45% in size
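ATM-like activity read as KAP-1 phosphorylation via AlphaLISA donor/acceptor antibody pairs after lysis and 6 hr at 25C. Cells were ATM-null patient fibroblasts ([…], hTERT), dosed 60 min, then exposed to the DSB inducer NCS for 30 min.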
TSHR antag = Antagonists of the Thyroid Stimulating Hormone Receptor: HTS campaign. 330,000 compounds, 0.2% hits. TSHR-expressing cells, TSH-stimulated cAMP HTRF, 2 h; active compounds read low. activity change, negative = inhibition, % at 11.5 µM;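 active = activity change below a set negative limit, meaning inhibition stronger than a set level, cut at about -70% in these data; inconclusive = activity change between two set negative limits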; also: % is scaled to controls: 0 for no effect and ±100 for the full control effect
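Freshly harvested TSHR cells receive pin-tooled compound, then EC80 TSH at 4nM final. After 2 hours at 37 deg C, antibody in lysis buffer and cAMP-d2 are added; 30 minutes at ambient temperature precede the HTRF read.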
FBPA coupling cs = qHTS Assay for Inhibitors of Fructose-1,6-bisphosphate Aldolase from Giardia Lamblia: Coupling assay counterscreen. AID 2472, 2010. activity change, negative = inhibition, % at 58.2 µM, hits read low. coupling enzyme system counterscreen, AmpLite Red fluorescence. 290,000 compounds, 0.67% hits; in the data active = activity change below about -30%; also: % is scaled to controls: 0 for no effect and ±100 for the full control effect
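Final compound at 57.5 uM, incubated 10 min at RT with coupling enzyme reagent (glyceraldehyde-3-phosphate), then 20 min with substrate and AmpLite Red detection. Fluorescence read at 525/598 nm; tests interference with the coupling assay, not aldolase inhibition.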
Starred values were filed as active, the others as inactive; u = inconclusive; x = not tested or not shown; & = joins results of further samples; [ ] = remark or other dose. Unless noted, calls follow the shape of the dose curve; as a rule, active = well fitted curve in the direction sought with a large enough effect; inconclusive = small, poorly fitted or top-dose-only effect, or another doubt; inactive = no such curve, though single readings can be large; an effect the other way counts as inactive or inconclusive.

SMILES | CXXC DNA block | Tb PFK block | TCR activator | Chronic BCR inh | Giardia killer | GALK inhibitor | KCNH2 WT inh | AT treatment | TSHR antag | FBPA coupling cs
c1cc2c(cc1[C@H]1OC[C@H]3[C@@H]1CO[C@@H]3c1ccc3c(c1)OCO3)OCO2 | 11% | -3% | 2% | u | 2 | 0% | 5 | -16% | -2 | 7
O=C1CC(c2cccnc2)=NN1c1ccc(Cl)cc1Cl | 4% | u | 4% | 7% | 0 | -1% | -15 | -8% | -1 | 11
O=c1[nH]c(=O)n(-c2cccc3ccccc23)c(O)c1/C=N/N1CCCCC1 | 3% | 0% | -3% | -4% | 8 | 1% | -5 | 3% | 10 | 0
COc1ccc(C2=NCC(=O)N(CC(=O)NCc3ccco3)c3sc4c(c32)CCCC4)cc1OC | -1% | -2% | -1% | -14% | 25 | 0% | 0 | 2% | -9 | 1
COc1ccccc1N1CCN(Cc2ccc(Br)cc2)CC1 | 1% | -3% | x | 4% | -22 | 4% | 19 | 1% | -3 | -1
O=C(c1ccc(Cl)cc1)C1CCCN(Cc2ccon2)C1 (configuration not stated) | 8% | 1% | -1% | -2% | 11 | 0% | -18 | -1%[11.5 µM] | 1 | -1
COc1ccc(NC(=O)N2CCC3(CC2)OCCO3)cc1 | u | 5% | 7% | u | 19 | 2% | -1 | -4% | -6 | 1
O=C(c1ccc(-c2ccccc2)c(F)c1)C1CCCN(CCO)C1 (configuration not stated) | 9% | 1% | -2% | -17% | 21 | -1% | 2 | 0%[11.5 µM] | -8 | 1
Cc1nc2c(C(=O)N3CCC4(CC3)OCCO4)cnn2c(C)c1Cc1cccc(Cl)c1 | 12% | -4% | -1% | 5% | 0 | 0% | 13 | 8% | 3 | 0
C=C1C(O)[C@@H]2O[C@]3(CC[C@H](/C=C/C(C)[C@@H]4CC(C)=CC5(O[C@H](C[C@@](C)(O)C(=O)O)CCC5O)O4)O3)CC[C@H]2O[C@@H]1C(O)CC(C)[C@H]1OC2(CCCCO2)CCC1C (some centres not stated) | x | -2% | -2% | u | 17 | x | -1 | -1% | -78* | x
C[C@]12CC[C@H](O)CC1=CC(=O)C1C2CC[C@]2(C)C(=O)CCC12 (some centres not stated) | x | 8% | -1% | 0% | -6 | x | 6 | 14% | 8 | x
CC(C)OC1CCCC(O)C1CC(=O)O (configuration not stated) | -1% | -3% | 2% | u | 5 | 0% | 3 | 11% | 0 | 4
c1ccc(CN2CCc3nc4ccccc4cc3C2)cc1 | -5% | 4% | 1% | u | 35[activator] | 1% | -2 | -3% | -8 | 1
CCNc1cc(N2CCNCC2)ccc1[N+](=O)[O-] | -8% | 2% | x | u | x | 1% | x | 11% | 23 | 0
Cc1nccc(-c2cc(-c3ccc(Cl)cc3Cl)no2)n1 | 1% | 1% | 7% | u | 0 | -1% | -3 | 7% | -1 | 1
c1ccc2c3c([nH]c2c1)CNCC3 | 13% | -5% | 2% | u | -18 | 5% | 7 | -15% | 5 | 2
Cc1ccc(NC(=O)[C@@H](NC(=O)N2C[C@H]3C[C@@H](C2)c2cccc(=O)n2C3)C(C)C)cc1 | -2% | 2% | -4% | 6% | -12 | x | 2 | -12% | 0 | 3
CCN1CC2(COC(=O)c3ccccc3N)CCC(OC)C34C5CC6C(OC)CC(O)(C5C6OC)C(O)(C(OC)C23)C14 (configuration not stated) | u | 2% | -1% | u | -3 | -3% | -6 | -1% | -3 | 2
Cc1ccccc1C(=O)NC(C(N)=O)P(=O)(OC(C)C)OC(C)C (configuration not stated) | -8% | 1% | -3% | u | 1 | 0% | 3 | 7% | -2 | 1
C/C1=C\[C@@H](C)C/C=C/[C@H]2[C@@H]3O[C@]3(C)[C@@H](C)[C@H]3[C@H](Cc4c[nH]c5ccccc45)NC(=O)[C@]32C(=O)/C=C/C(=O)[C@@H]1O | -1% | -5% | 6% | u | -20 | 5% | 0 | 40µM* | -24 | -1

Full records, looked up by structure:
Shown for `COc1ccc(C2=NCC(=O)N(CC(=O)NCc3ccco3)c3sc4c(c32)CCCC4)cc1OC` : CXXC DNA block: -1%; Tb PFK block: -2%; TCR activator: -1%; Chronic BCR inh: -14%; Giardia killer: 25; GALK inhibitor: 0%; KCNH2 WT inh: 0; AT treatment: 2%; TSHR antag: -9; FBPA coupling cs: 1
Shown for `c1ccc2c3c([nH]c2c1)CNCC3` : CXXC DNA block: 13%; Tb PFK block: -5%; TCR activator: 2%; Chronic BCR inh: u; Giardia killer: -18; GALK inhibitor: 5%; KCNH2 WT inh: 7; AT treatment: -15%; TSHR antag: 5; FBPA coupling cs: 2

Further compounds follow:
SMILES | CXXC DNA block | Tb PFK block | TCR activator | Chronic BCR inh | Giardia killer | GALK inhibitor | KCNH2 WT inh | AT treatment | TSHR antag | FBPA coupling cs
COc1ccc(-n2c(-c3ccco3)nc3ccccc3c2=O)cc1 | -4% | 1% | -3% | -2% | 2 | 0% | 6 | 3%[11.5 µM] | -1 | 1
CCOc1ccc(CN2CCCC(C(=O)c3ccccc3OC)C2)cc1 (configuration not stated) | -2% | -2% | -1% | u | 25 | 0% | -30 | 6% | 38 | 0
CC(C)N1CCN(Cc2ccccc2C(F)(F)F)CC1CCO (configuration not stated) | 3% | 1% | -4% | 2% | -15 | 0% | 7 | -3% | -6 | 0
CC1CCC(C(C)C)C(OC(=O)Cn2c(COc3ccccc3)[n+](C)c3ccccc32)C1 (configuration not stated) | 15% | -6% | 4% | u | 7 | 4% | -14 | -5% | -3 | -6
O=C1NC(=O)C2(Cc3ccccc3N3CCCC32)C(=O)N1c1ccccc1 (configuration not stated) | 1% | 2% | -5% | -1% | 5 | 2% | 4 | -3% | -6 | 1
Cc1cc(=O)oc2cc(OCC(=O)N3CCN(Cc4ccccc4)CC3)ccc12 | x | 2% | -2%[46.1 µM] | u | -1 | x | 4 | -11% | -7 | x
O=C1NC(=O)[C@]2(Cc3ccccc3N3CCN(c4ccccc4)CC32)C(=O)N1c1ccccc1 (some centres not stated) | -9% | 2% | -3% | u | -7 | 0% | 0 | -2% | -7 | 2
CCN(CC)CCNCC(=O)Nc1ccc(Cl)cc1C(=O)c1ccccc1 | -1% | -4% | -4% | 9% | 10 | 0% | -87* | -4% | 2 | -1
c1ccc2c(c1)[nH]c1cnccc12 | 1% | -3% | -3% | u | 5 | -3% | 5 | -3% | -16 | -3&3
Cc1cc2c(C(F)(F)F)cc(=O)oc2c2c1NCCC2 | u | -4% | -19% | -21% | 24 | 6% | -10 | 16% | 25 | 8
COCCn1cc(C(=O)N2CCC3(CC2)OCCO3)c2c3ccccc3n(C)c2c1=O | -24% | 0% | x | 1% | 0 | 2% | -15 | 0% | 12 | 8
CCOC(=O)C1=Nc2ccccc2/C1=C\c1c(O)n(C)c(=O)n(C)c1=O | u | 9% | -4% | 8% | -12 | 5% | 4 | -31% | 2 | 3
COc1ccc(C(=O)O)cc1OC | x | x | 1% | x | 13 | x | -1 | x | x | 0
CN(C)CC1CCCCC1OC(=O)Cc1ccc(Cl)c([N+](=O)[O-])c1 (configuration not stated) | 2% | 2% | 3% | 2% | 15 | 0% | 2 | 3% | -12 | 1
COC(=O)C1=C(c2cccc(OCc3ccccc3)c2)C[C@@H]2CC[C@H]1N2C(=O)NC1CCN(Cc2ccccc2)CC1 | x | -1% | -5% | u | 3 | x | 21 | 19% | 0 | x
CCNCC(O)c1cccc(O)c1 (configuration not stated) | 0% | -3% | -5% | -8% | -12 | x | -16 | -7% | -9 | -1
COc1ccc(C(=O)Cn2c(NCCCl)nc3ccccc32)cc1 | -1% | 1% | 0% | 0% | 13 | -3% | 18 | 15% | 0 | 2
COc1ccc(N=Cc2c(O)n(-c3ccc(C)cc3)c(=O)[nH]c2=O)cc1 | -11% | 1% | 8% | -12% | -16 | 1% | -14 | -2% | -8 | 1
O=C1NC(=S)NC(=O)C1=Cc1ccc2c(c1)CCN2CCCCl | -16% | -15% | 10% | 2% | 0 | 0% | 1 | -11% | 2 | -6
O=S(=O)(c1ccc(Cl)cc1)N1CCCCC1c1cccnc1 (configuration not stated) | 3% | 2% | -6% | 2% | 10 | 0% | -1 | 5% | -2 | -17
COC(=O)CNC(=O)c1cn(CCC#N)nc1-c1ccc(F)cc1 | 4% | -7% | -13% | 6% | -15 | -1% | 2 | -3% | -2 | -1

Screening results deposited in PubChem by National Center for Advancing Translational Sciences (NCATS).

The list is partial. The share of hits here may be higher or lower than overall.
